# Assay outcomes as filed in PubChem.
# TNAP inh pNP = human TNAP enzyme inhibitors, primary screen, biochemical, colorimetric, p-nitrophenol readout | Alkaline phosphatase, tissue-nonspecific isozyme (Homo sapiens), P05186 | inhibition, % at 20 µM | 21,000 tested, under 10 active | purified TNAP, pNPP hydrolysis, absorbance 405 nm;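 also: 0% = DMSO only wells and 100% = 1 mM levamisole wells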
# Target sequence (P05186 whole entry, looked up): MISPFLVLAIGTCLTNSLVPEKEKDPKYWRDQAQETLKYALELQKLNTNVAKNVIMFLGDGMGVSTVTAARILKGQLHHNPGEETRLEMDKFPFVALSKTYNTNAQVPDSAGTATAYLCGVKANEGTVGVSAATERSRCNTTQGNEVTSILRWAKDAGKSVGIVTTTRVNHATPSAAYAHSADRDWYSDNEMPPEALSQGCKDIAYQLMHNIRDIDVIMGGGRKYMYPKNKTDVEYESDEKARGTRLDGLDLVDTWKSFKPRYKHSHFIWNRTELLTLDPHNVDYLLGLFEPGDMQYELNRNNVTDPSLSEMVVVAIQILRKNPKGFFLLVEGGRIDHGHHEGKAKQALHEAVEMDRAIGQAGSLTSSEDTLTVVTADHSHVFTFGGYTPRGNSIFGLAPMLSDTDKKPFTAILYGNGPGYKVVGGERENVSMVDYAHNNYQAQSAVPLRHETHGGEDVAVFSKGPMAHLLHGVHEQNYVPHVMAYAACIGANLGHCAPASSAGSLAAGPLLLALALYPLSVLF
# TNAP Pi inh = human TNAP enzyme inhibitors, primary screen, biochemical, colorimetric, phosphate release readout; Alkaline phosphatase, tissue-nonspecific isozyme (Homo sapiens), P05186; purified TNAP, pNPP, malachite green phosphate absorbance; inhibition, % at 20 µM; 21,000 tested, under 10 active
# * marks the source's active call; other numbers are inactive results.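 The calls were made as follows: active = inhibition above 50% at the 20 µM single-dose screen; inactive = the rest.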 The list is partial; rates above refer to the full screens.
# Below each compound – TNAP inh pNP | TNAP Pi inh
Cc1cccc2cc(C#N)c(NCCNS(=O)(=O)c3ccc4c(c3)OCCO4)nc12
    -1.1 | -16.1
CCCCNC(=O)Nc1cnn(CC)c1C(N)=O
    1.1 | 5.2
CCOC(=O)C(NC(=O)CC(C)C)(Nc1cc(C)on1)C(F)(F)F (centres undefined)
    1.1 | 1.7
CCOC(=O)C1=C(C)OC(N)=C(C#N)C1c1cc(OC)c2c(c1)OCO2 (centres undefined)
    3.2 | 9.1
COc1ccc(C(=O)N2CCC(N3CCN(c4ccccc4)CC3)CC2)cc1OC
    0.0 | 0.0
CCCC(=O)N1CCc2cc(-c3nc(N)sc3C)ccc21
    5.1 | -20.5
COCCSc1nnc(NC(=O)Cc2cccs2)s1
    4.7 | 12.7
CCOC(=O)C1C(=O)CC(=O)CC1CC(C)SCC (centres undefined)
    1.9 | -19.2
CC(=O)Nc1ccc(S(=O)(=O)N[C@H](C(=O)O)C(C)C)cc1
    7.9 | 0.3
O=C(NCc1cccs1)C1CCN(c2ccc(S(=O)(=O)N3CCOCC3)cc2Cl)CC1
    1.4 | 4.8
COCC(=O)N(Cc1cc2ccccc2[nH]c1=O)c1ccc(OC)cc1
    5.6 | 9.1
Cc1[nH]nc(N=CC2=C(O)CC(c3ccco3)CC2=O)c1-c1ccccc1 (centres undefined)
    -4.0 | 3.9
O=C(NCc1ccccn1)c1ccc(=O)oc1
    0.0 | 0.0
CCN(CC)CCN1C(=O)C(=O)/C(=C(/O)c2c(C)[nH]c(C(=O)OC)c2C)C1c1cccnc1 (centres undefined)
    4.6 | 12.7
CCC(=O)Nc1cc(-c2nn(C)c(=O)c3ccccc23)ccc1OC
    -6.3 | -5.6
Nc1nnc(Cc2c[nH]c3ccccc23)s1
    4.3 | 7.8
COC(=O)c1ccc(CC(=O)c2c(C)cc(O)cc2O)o1
    2.2 | 3.9
Cc1cc(C(F)(F)F)c(C#N)c(SCC(=O)NC2CC2)n1
    2.2 | -12.7
N#Cc1nc(-c2ccccc2Cl)oc1NCc1ccco1
    0.0 | 0.0
O=C(COc1ccc(S(=O)(=O)N2CCOCC2)cc1)NC1CCCC1
    3.6 | -21.3

# Four entries out of the list above, ordered by the value under TNAP Pi inh, high to low:
# Below each compound – TNAP inh pNP | TNAP Pi inh
CCN(CC)CCN1C(=O)C(=O)/C(=C(/O)c2c(C)[nH]c(C(=O)OC)c2C)C1c1cccnc1 (centres undefined)
    4.6 | 12.7
O=C(NCc1cccs1)C1CCN(c2ccc(S(=O)(=O)N3CCOCC3)cc2Cl)CC1
    1.4 | 4.8
CCOC(=O)C(NC(=O)CC(C)C)(Nc1cc(C)on1)C(F)(F)F (centres undefined)
    1.1 | 1.7
CCC(=O)Nc1cc(-c2nn(C)c(=O)c3ccccc23)ccc1OC
    -6.3 | -5.6

# Next section.
# Below each compound – TNAP inh pNP | TNAP Pi inh
O=C(Nc1nc2ccccc2n1Cc1ccccc1)c1ccco1
    2.7 | 8.8
Cc1nc2cc(NC(=O)N(C)c3ccc4ccccc4c3)ccc2o1
    0.0 | 0.0
COc1ccc(N2CCN(C(=O)CSc3nnc(COc4cccc5cccnc45)o3)CC2)cc1
    10.8 | 18.8
CCCCn1c(SCC(=O)N2CC(C)CC(C)C2)nc2cc(S(N)(=O)=O)ccc21 (centres undefined)
    4.5 | 7.1
CCOc1ccc(OCCSc2nc(C)cc(=O)[nH]2)cc1
    4.0 | 4.3
COc1cc(C(=O)Nc2cc(-c3nc4cc(C)ccc4o3)ccc2C)cc(OC)c1OC
    1.4 | -0.9
c1cncc(-c2nnc3sc(C4CCCCC4)nn23)c1
    -12.6 | -10.4
COc1ccc2nc(C)c(C(=O)OCCN(C)C)cc2c1
    3.7 | 8.2
Cc1ccc(Nc2nc(N)nc(CN3CCN(C(=O)c4ccco4)CC3)n2)cc1Cl
    2.3 | 7.4
O=C(O)CC(C(=O)OC1CCCCC1)N1CCOCC1 (centres undefined)
    0.0 | 0.0
COc1nnc(-c2ccc(C(=O)N3C[C@@H]4C[C@H](C3)c3cccc(=O)n3C4)cc2)c2ccccc12
    -2.3 | 6.0
CCOC(=O)C1CCCN(c2ccc(NC(=O)c3snc4c(=O)[nH]cnc34)cc2)C1 (centres undefined)
    1.1 | 14.6
O=S(=O)(NCc1ccc2c(c1)OCO2)c1cccc2nsnc12
    5.8 | 12.2
CCOC(=O)c1cccc(Nc2nc(C)cc(C)n2)c1
    7.9 | 0.8
CC1CC(C)CN(c2oc(-c3ccccc3Cl)nc2C#N)C1 (centres undefined)
    6.0 | -1.8
COC(=O)c1[nH]c2cc(OC)c(OC)cc2c1NC(=O)c1cccc(OC)c1
    2.9 | 10.6
CCOC(=O)C1CCCN(Cc2c(F)cccc2Cl)C1 (centres undefined)
    0.3 | 8.3
COc1cccc(CN(Cc2ccco2)C(c2ccc(F)cc2)c2nnnn2C(C)(C)C)c1 (centres undefined)
    2.0 | 3.3
CCOC(=O)C(NCCCO)c1ccccc1 (centres undefined)
    6.6 | -13.8
COc1ccc(-c2nc(N)n(C(C)=O)n2)cc1
    6.2 | 10.3
Cc1ccc(N2C(=O)[C@@H]3Cc4ccccc4CN3C2=O)cc1
    -1.3 | 4.6
CC(C)Nc1c(N)c(=O)oc2ccccc12
    -12.8 | -2.1
C=CCOc1ccc(/C(O)=C2/C(=O)C(=O)N(CCCN3CCOCC3)C2c2ccc(OC)cc2)cc1 (centres undefined)
    -0.6 | 8.7
Fc1ccccc1CSc1nnc(-c2cccs2)o1
    4.6 | 6.6
CCOc1ccc(NC(=O)CSc2nnc(-c3ccccc3Cl)n2Cc2ccco2)cc1
    -4.9 | -2.0
CCn1c(SCC(=O)Nc2cc(C)on2)nnc1-c1cccs1
    3.3 | 10.8
CC(=O)C1=C(O)C(=O)N(Cc2cccnc2)C1c1ccc(Cl)cc1Cl (centres undefined)
    4.4 | 10.7
COc1ccc(S(=O)(=O)N(Cc2nc3ccccc3c(=O)[nH]2)C2CCCC2)cc1
    6.4 | 7.1
O=C(Nc1cnc2sc3c(n2c1=O)CCCC3)c1ccc(F)cc1
    -2.4 | 1.8
O=C(CSc1nnc(CNc2ccccc2)o1)N1CCN(C(=O)c2ccco2)CC1
    7.2 | 8.9
CCOC(=O)c1[nH]c2ccc(F)cc2c1N=C(C)N(CC)CC
    -6.9 | -12.7
CCCOc1ccccc1-c1nc2c([nH]1)c(=O)[nH]c(=O)n2C
    -11.8 | -7.9
O=C1CC(c2ccccc2)CC(O)=C1C=NCCN1CCNCC1 (centres undefined)
    2.4 | 14.2
CCC(C)C(NC(=O)c1ccc(Cl)cc1)C(=O)O (centres undefined)
    4.6 | 12.1
CC(=O)Nc1ccccc1NC(=O)CC(C)(C)C
    -9.1 | -0.8
Cc1nc(NCCO)c(C#N)c2c1COC(C)(C)C2
    1.2 | 4.4
Cc1nn2c3c(cnc2c1-c1ccccc1)C(=O)CCC3
    -1.4 | 2.7
O=C(CN(C(=O)C1CSC(=O)C1)c1ccccc1F)NCc1ccc2c(c1)OCO2 (centres undefined)
    1.1 | -5.6
Cc1cc2cc(CN(Cc3ccco3)C(=O)NCc3ccccc3)c(=O)[nH]c2cc1C
    4.3 | 10.0
C/C=C/c1ccccc1OCc1ccc(C(=O)O)o1
    4.5 | -16.0
CC(=O)C1=C(O)C(=O)N(c2ccc(C(=O)O)cc2)C1c1ccccc1 (centres undefined)
    6.9 | -3.1
CC1CCCCC1NC(=O)Cn1[nH]c(=O)c2ccccc2c1=O (centres undefined)
    6.4 | 10.6
CS(=O)(=O)Nc1ccc(C(=O)NCc2ccccn2)cc1
    3.9 | 6.1
CCc1ccccc1OCC(=O)Nc1ccc(S(N)(=O)=O)cc1
    1.1 | 13.1
COc1cc(OC)cc(-c2nnc(SCC(=O)N3CCCc4ccccc43)o2)c1
    1.0 | 0.7
Cc1ccc(C2/C(=C(/O)c3cnn(-c4ccccc4)c3C)C(=O)C(=O)N2CCN2CCOCC2)o1 (centres undefined)
    -10.7 | -9.5
CCOC(=O)C1CCN(c2nc(-c3ccccc3)nc3c2oc2ccccc23)CC1
    4.9 | 6.9
COc1ccc2c(c1)C(=O)OC2CC(=O)O (centres undefined)
    2.6 | 7.1
Cc1cccc(C#N)c1NC1=CC(=O)CC(C)(C)C1
    1.3 | 2.7
CCC1CCCCN1CC(=O)c1c(C)[nH]c2ccccc12 (centres undefined)
    1.3 | -10.4
NC(=O)C1(N2CCCCC2)CCN(c2nc(-c3ccccc3)cs2)CC1
    5.9 | 3.1
COc1ccc(NC(=O)CN(c2cccc(F)c2)S(C)(=O)=O)cc1OC
    -14.6 | -7.9
O=C(CSc1nnnn1Cc1ccccc1)Nc1ccc2c(c1)OCCO2
    4.9 | 14.4
O=C(CCCC(=O)N(CC(=O)NC1CCCCC1)Cc1ccco1)Nc1ccccn1
    3.1 | 6.9
Cc1ccc(-c2nnn(CC(=O)O)n2)cc1
    2.1 | 16.0
COc1cc2c(cc1NC(=O)CN1C(=O)NC3(CCc4ccccc43)C1=O)oc1ccccc12 (centres undefined)
    -7.5 | -6.5
CCCOc1ccc(C2NC(=O)NC2=O)cc1 (centres undefined)
    -7.3 | -10.4
CCOc1nc(SCCOc2ccc(C)cc2)nc(N(C)C)n1
    -4.1 | -29.3
O=C(O)c1cccc(-n2cnnn2)c1
    4.7 | 7.9
CC1(C)Cc2c(C#N)c(SCC(=O)c3ccccc3)nc(N3CCCC3)c2CO1
    1.0 | -16.1

# In the list so far, two contain a tert-butyl group.
# Below each compound – TNAP inh pNP | TNAP Pi inh
COc1cccc(CN(Cc2ccco2)C(c2ccc(F)cc2)c2nnnn2C(C)(C)C)c1 (centres undefined)
    2.0 | 3.3
CC(=O)Nc1ccccc1NC(=O)CC(C)(C)C
    -9.1 | -0.8

# (more compounds)
# Below each compound – TNAP inh pNP | TNAP Pi inh
O=C(C1CCCCC1)N1CCCC(c2nc3c(nnn3Cc3ccccc3)c(=O)[nH]2)C1 (centres undefined)
    3.8 | 4.9
CCC(=O)Nc1cc2c(cc1C(=O)CC)OCCO2
    1.2 | -7.7
Brc1ccc(-c2nn3c(-c4ccncc4)nnc3s2)o1
    1.1 | -17.0
Cn1c(Cn2nnc3ccccc32)nnc1SCC(=O)N1CCc2ccccc21
    5.4 | -15.3
COc1ccc(C(C)=O)cc1COC(=O)c1cccc(N(C)C)c1
    8.2 | 23.1
OC(CCCCN1CCCCC1)c1ccccc1 (centres undefined)
    5.2 | 13.6
CCOC(=O)C1C(=O)NC(SCC(=O)OC)=C(C#N)C1c1ccccc1OCC (centres undefined)
    -1.9 | 0.9
CN(C)C(CN1C(=O)C2CC=CCC2C1=O)c1cn(C)c2ccccc12 (centres undefined)
    -4.2 | 2.3
COc1cc(OC)cc(C(=O)N2CCC(N3CCN(c4ccccc4)CC3)CC2)c1
    3.7 | -0.8
Cc1noc(C)c1C(=O)OCC(=O)c1c[nH]c2ccccc12
    4.7 | 17.9
CC1Cc2ccccc2N1C(=O)CN1C(=O)NC(C)(c2ccc3c(c2)OCCO3)C1=O (centres undefined)
    -2.5 | 8.4
O=C(O)CCCC(=O)Nc1nc2n(n1)C(c1ccc(F)cc1)CC(c1ccc(Cl)cc1)N2 (centres undefined)
    -4.5 | 6.4
CC1=[N+]([O-])C(N2CCOCC2)C(O)(c2ccccc2)C1 (centres undefined)
    5.4 | 3.1
CCOc1nc(-c2ccc(C)cc2)ccc1-c1noc(COC)n1
    2.3 | 8.0
Cc1ccc(C(=O)Nc2ccccc2N2CCN(C(=O)C(C)C)CC2)cc1
    3.9 | 18.0
NC(=O)c1ccc(N2CCCCC2)c(N2C(=O)CCC2=O)c1
    6.7 | -5.5
Cc1ccc(-c2cnc(N)n2C)cc1C
    4.9 | -1.6
COc1ccc(-c2noc(CCCC(=O)NCCc3ccccc3)n2)cc1OC
    2.7 | 6.6
CCN(CC)S(=O)(=O)c1ccc(NC(=O)C(OC)c2ccccc2)cc1 (centres undefined)
    3.2 | 14.6
Cc1cccc(NC(=O)c2ccccc2NC(=O)C(C)(C)C)n1
    -5.1 | 0.8

# Compound profiles, from the list above.
# Nc1nnc(Cc2c[nH]c3ccccc23)s1 is listed with TNAP inh pNP = 4.3; TNAP Pi inh = 7.8
# CC1(C)Cc2c(C#N)c(SCC(=O)c3ccccc3)nc(N3CCCC3)c2CO1 is listed with TNAP inh pNP = 1.0; TNAP Pi inh = -16.1

# Additional results.
# Below each compound – TNAP inh pNP | TNAP Pi inh
CC(=O)N1CCN(CC(O)COc2ccc(OCc3ccccc3)cc2)CC1 (centres undefined)
    5.8 | 18.5
COCCCn1c2nc3ccccc3nc2c2c(=O)n(Cc3ccc(Cl)cc3)cnc21
    2.9 | 4.0
CCN(CC(=O)NC(C)C)C(=O)CCNC(=O)c1ccc(Cl)cc1
    -0.7 | 9.2
COc1cc(C(=S)N2CCC(C(N)=O)CC2)ccc1O
    0.0 | 5.9
O=C(O)c1ccc2c(c1)CC(c1ccccc1)OC2=O (centres undefined)
    4.6 | 14.0
C=C(C)Cn1c(COc2ccccc2)nnc1SCC(=O)O
    8.9 | 13.7
CCSc1ccccc1C(=O)NCCCn1ccnc1
    -0.2 | 3.8
O=S(=O)(NC1c2cccc3cccc(c23)C1N1CCN(CCO)CC1)c1ccccc1 (centres undefined)
    1.4 | 15.8
CCOC(=O)C(C)Sc1nc(-c2cccs2)ccc1C#N (centres undefined)
    5.1 | 10.6
CCOC(=O)CSC1=C(C#N)C(c2ccccc2OCC)C(C(=O)OCC)C(=O)N1 (centres undefined)
    4.9 | 11.2
CCOc1ccc2sc(NS(=O)(=O)c3ccc(OC)c(OC)c3)nc2c1
    -0.3 | 7.4
COc1ccc(-c2cc3nc4n(c(=O)c3s2)CCOC4)cc1
    4.2 | 5.4
Cc1cc(C)c(C#N)c(OCC(=O)c2ccccc2)n1
    4.0 | 11.5
OC(c1ccc(Cl)cc1)c1nnc(-c2ccccc2)o1 (centres undefined)
    3.7 | -0.7
CS(=O)(=O)c1ccc2nc(NC(NC(=O)c3ccco3)(C(F)(F)F)C(F)(F)F)sc2c1
    5.8 | 11.9
